NIH3T3 HSF-1 reporter: decrease of heat-induced HSF-1 GFP reporter, dose response, NIH3T3 R4 cells, GFP/RFP, cherry-pick, set 3 (AID 493083); NIH3T3 R4 HSF-1 GFP reporter, heat shock, 48 h; activity change, negative = inhibition, % at the top dose, mostly 19.5 µM; hits show AC50 in µM; 2,400 tested, 4% active;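 active means compounds lowering signal whose fitted AC50 is at most ten times the top tested dose; inconclusive means flat fit with moderate inhibition, or poor curve fit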;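 further: 0% = neutral control wells and -100% = didemnin B positive control; many of its hits are not listed in these tables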
Starred values were filed as active, the others as inactive; ? = inconclusive.

SMILES	NIH3T3 HSF-1 reporter
CN(C(=O)c1ccccc1C(=O)OCC(=O)Nc1ccc(S(N)(=O)=O)cc1)c1ccccc1	-5%
CCN(CC)CCNCc1cc(Cl)ccc1OCc1ccccc1F	8%
CCOC(=O)c1c(NC(=O)CNC2CCCc3ccccc32)sc(C(N)=O)c1C (stereo not drawn)	2%
CCOc1ccc(NCc2cccn2-c2nnc(N3CCC(C(=O)NCCCN4CCCCC4)CC3)s2)cc1	-5%
Cc1ccccc1CN1CCN(C(=O)CC(C)C)CC1	-2%
Cc1ccc(S(=O)(=O)N2CCCC(C(=O)NCCc3ccc4c(c3)OCO4)C2)cc1 (stereo not drawn)	14%
CC(C)CC(NC(=O)c1ccco1)C(=O)Nc1ccc2c(c1)OCCO2 (stereo not drawn)	2%
COc1ccc(N2CCN(C(=O)c3cccc(Br)c3)CC2)c([N+](=O)[O-])c1	-1%
Cc1cc(C(=O)COC(=O)C2CC2)c(C)n1-c1ccc(F)cc1	3%
Cc1cc(C(=O)Nc2ccc(Cl)cc2)c(C)n1-c1ccccc1	15%
Cc1ccc(NC(=O)c2cc3ccccc3oc2=O)cc1S(=O)(=O)N(C)C	-4%
CCOc1cc2c(cc1OCC)C(c1ccc(OC)cc1)N(c1ccccc1)C(=O)C2 (stereo not drawn)	1%
Cc1ccc(-c2cc3c(N=O)c4ccccc4c-3n[nH]2)cc1	-2%
CC(=O)Nc1ccc(S(=O)(=O)NCc2csc(C)n2)cc1	2%
Cc1ccc(OC(=O)c2ccc3nc(C)sc3c2)cc1	6%
O=C(c1ccc(F)cc1)N1CCCC(N2CCN(Cc3ccc4c(c3)OCO4)CC2)C1 (stereo not drawn)	1%
O=Cc1ccc(OC(=O)Cc2ccc(F)cc2)cc1	-10%
CCOC(=O)c1n[nH]c(=O)c2ccccc12	-11%
CCCn1c(N2CCN(CC(=O)NCc3cccs3)CC2)nc2ccccc21	12%
COc1ccc(S(=O)(=O)Nc2ccccc2C(=O)N2CCOCC2)cc1Cl	-4%
Cc1ccc(CN2CCN(Cc3cccc(OCCO)c3)CC2CCO)o1 (stereo not drawn)	-1%
O=C(CN1CCN(C(c2ccccc2)c2ccccc2)CC1)N1CCOCC1	-6%
CC(C)(C)c1ccc(-c2cc(-c3ccccc3O)[nH]n2)cc1	-2%
O=C(CC(Nc1ccccc1Cl)C(=O)OCC(=O)c1cccs1)c1ccccc1 (stereo not drawn)	3%
CC(C)C(NC(=O)C12CC3CC(CC(C3)C1)C2)C(=O)NC1=NCCS1 (stereo not drawn)	3%
Cc1ccccc1CO/N=C/c1[nH]ncc1Br	-4%
CC(C)c1ccc(-c2nnn(CCC(=O)O)n2)cc1	-10%
CCOc1ccc(NC(=O)CCCNC(=O)Cn2cnc3sc(C)c(C)c3c2=O)cc1	-1%
COc1ccc(-c2cc3nnc(-c4ccccc4)nc3s2)cc1	-5%
Cc1ccc(C(C)C)c(OCc2ccc(C(=O)N/N=C/c3cccc(O)c3O)cc2)c1	-10%
O=C(CCC(=O)c1ccc(Br)cc1)Nc1cccnc1	-8%
CC1(C)C=C(c2ccc(C=O)s2)CC(C)(C)N1C=O	-2%
COc1ccc(C(=O)NC(=S)NCCO)cc1Br	-9%
Cc1ccc(S(=O)(=O)c2ccc(Oc3ccccc3)cc2)cc1	7%
COCCN(C(=O)COC(=O)/C=C/c1ccc(C(F)(F)F)cc1)c1c(N)n(Cc2ccccc2)c(=O)[nH]c1=O	4%
CCN=C1S/C(=C\c2ccc(-c3cccc(C(=O)O)c3)o2)C(=O)N1CC	-2%
O=C(O)CCn1cc(/C=C2\NC(=S)N(c3ccccc3)C2=O)c(-c2ccc(Br)cc2)n1	9%
CCCC(=O)N1CCN(c2ccc(NC(=O)c3cc4ccccc4o3)cc2Cl)CC1	191%
CS(=O)(=O)c1ccc(S(=O)CC(=O)OCc2ccccc2)c([N+](=O)[O-])c1 (stereo not drawn)	?
COc1ccc(N2CCN(C(=O)c3ccc(NS(=O)(=O)c4ccccc4)cc3)CC2)cc1	21%

An excerpt from above in order of their number in NIH3T3 HSF-1 reporter, ascending.
SMILES	NIH3T3 HSF-1 reporter
COc1ccc(-c2cc3nnc(-c4ccccc4)nc3s2)cc1	-5%
Cc1ccc(-c2cc3c(N=O)c4ccccc4c-3n[nH]2)cc1	-2%
CCOC(=O)c1c(NC(=O)CNC2CCCc3ccccc32)sc(C(N)=O)c1C (stereo not drawn)	2%

(cont.)
SMILES	NIH3T3 HSF-1 reporter
CCOc1ccc(/C=N/NC(=O)c2ccc(Cn3cc([N+](=O)[O-])cn3)o2)cc1	-6%
O=S(=O)(Nc1ccc2c(c1)OCCO2)c1cccc2nsnc12	1%
O=[N+]([O-])c1ccc(N=Nc2ncc[nH]2)cc1	-28%
CCOC(=O)c1c(N2CCCCC2)c2ccccc2[nH]c1=O	2%
COc1ccc(C(=O)NCc2nnc(SCC(=O)N3CCC(C)CC3)o2)cc1OC	-4%
Cc1cccc(N2CCN(Cc3nc(-c4ccccc4Cl)oc3C)CC2)n1	-5%
O=C(O)C1C2C=CC(O2)C1C(=O)Nc1ccc2c(c1)OCCO2 (stereo not drawn)	-1%
COc1ccc(CNC(=O)OCCN2CCN(S(=O)(=O)c3ccc(C)cc3)CCC2=O)cc1	0%
COC(=O)c1nc(Cl)c(Cl)c(N)c1Cl	-10%
CCOC(=O)c1c(CN(C)C)n(C)c2ccc(OC(C)=O)cc12	-3%
COCCn1c(C)cc(C2=NNC(=Nc3ccccc3F)SC2)c1C	-12%
Cc1nc2scc(C)n2c(=O)c1S(=O)(=O)N1CCN(c2cccc(C(F)(F)F)c2)CC1	21%
O=C(OC(C(=O)NC1CCCC1)c1ccncc1)C1=Cc2ccccc2OC1 (stereo not drawn)	-2%
COC(=O)[C@H](C)NC(=O)NCCC1=CCCCC1	-6%
CCOC(=O)c1sc(NC(=O)Nc2ccccc2F)nc1C	2%
Cc1ccc(S(=O)(=O)N/N=C/c2c(C)nn(-c3ccccc3)c2C)cc1	1%
COc1cc(NC(=O)CSc2nnnn2-c2ccccc2)cc(OC)c1OC	-1%
Cc1ccc2[nH]c(O)c(N=Nc3ccccc3C)c2c1	-13%
Cc1ccc(-c2oc3ccccc3c(=O)c2O)cc1	-1%
O=C(NCc1ccc2c(c1)OCO2)c1cc2c(s1)CS(=O)(=O)C2	5%

Taken from above, 5 compounds:
SMILES	NIH3T3 HSF-1 reporter
COc1ccc(N2CCN(C(=O)c3cccc(Br)c3)CC2)c([N+](=O)[O-])c1	-1%
Cc1cc(C(=O)COC(=O)C2CC2)c(C)n1-c1ccc(F)cc1	3%
Cc1cc(C(=O)Nc2ccc(Cl)cc2)c(C)n1-c1ccccc1	15%
Cc1ccc(NC(=O)c2cc3ccccc3oc2=O)cc1S(=O)(=O)N(C)C	-4%
CCOc1cc2c(cc1OCC)C(c1ccc(OC)cc1)N(c1ccccc1)C(=O)C2 (stereo not drawn)	1%

Exported bar-delimited: 2 of the compounds above
SMILES | NIH3T3 HSF-1 reporter
CCOC(=O)c1c(N2CCCCC2)c2ccccc2[nH]c1=O | 2%
COC(=O)[C@H](C)NC(=O)NCCC1=CCCCC1 | -6%

(listing goes on)
SMILES	NIH3T3 HSF-1 reporter
CCOc1ccc(N(CC(=O)NN=C2CCCC2)S(C)(=O)=O)cc1	-2%
Nc1nc2n(c1C(=O)c1ccccc1)CCC2	-7%
Cc1nn(-c2ccccc2)c(Cl)c1C(=O)N1CCN(c2ncnc3c2cnn3-c2ccccc2)CC1	?
Cc1cc(-c2ccccc2)c2ccc(NC(=O)C(C)(C)C)nc2n1	4%
O=C(CSc1ncccn1)NCCc1ccccc1	-4%
O=C1C=CC(O)(c2cc(=O)c3c(O)cc(O)cc3o2)C=C1	?
COc1nc(-c2ccccc2)c2cc(Br)ccc2n1	-2%
CCN(c1ccccc1)S(=O)(=O)c1ccc(Cl)c(C(=O)N(CC2CCCO2)C2CCS(=O)(=O)C2)c1 (stereo not drawn)	2%
COc1cccc(COC(=O)c2ccc3c(c2)NC(=O)C(C)S3)c1OC (stereo not drawn)	0%
CCOC(=O)c1c(NC(=O)CN2CCCCC2)sc2c1CCC(C=O)=C2Cl	8%
CNC(=O)/C(C#N)=C/c1ccc(-c2ccc(OC)cc2[N+](=O)[O-])o1	8%
CCc1cccc(NC(=O)C2CCCN(S(=O)(=O)c3cccs3)C2)c1 (stereo not drawn)	-2%
CCOC(=O)CN1CC23C=CC(O2)C(C(=O)NC2CCCCC2)C3C1=O (stereo not drawn)	-5%
CSc1ncc(C(=O)Nc2cccnc2)c(C(F)(F)F)n1	-4%
Cc1cc(C)cc(NC(=O)N2CCN(Cc3ccc4c(c3)OCO4)CC2)c1	0%
Nc1c(C(=O)O)sc2nc(-c3ccccc3)cc(-c3ccc(Cl)cc3)c12	1%
CCOc1cc(C#N)c(NC(=O)c2cccnc2Cl)cc1OCC	-6%
Cc1ccc(F)c(NC(=O)c2ccc(Cn3cc(Cl)cn3)cc2)c1	-1%
CC1(C)CC(=O)C2=C(C1)N(Cc1ccccc1)C(=O)C2(NC(=O)C(C)(C)C)C(F)(F)F (stereo not drawn)	-4%
COc1ccc(O)c(C2=Nc3ccccc3N=C(c3cccs3)C2)c1	10%

Screens from PubChem.

These rows are one share of the data; the hit share may differ from the screen's.
